D3 antag: qHTS of D3 Dopamine Receptor Antagonist: qHTS; D(3) dopamine receptor (Homo sapiens), P35462; AID 652054, 2013; 360,000 tested, 2.5% active; max response, negative = inhibition, %; D3R cells, DiscoveRx beta-arrestin luminescence, antagonist mode; hits give low values; in the data active means max response below about -50%; inconclusive means no clear call, values can overlap the other calls; further: on the % scale 0 is the no-effect control and ±100 the full control effect; mostly tested at two doses, the higher about 12 µM
Target sequence (P35462 whole entry, looked up): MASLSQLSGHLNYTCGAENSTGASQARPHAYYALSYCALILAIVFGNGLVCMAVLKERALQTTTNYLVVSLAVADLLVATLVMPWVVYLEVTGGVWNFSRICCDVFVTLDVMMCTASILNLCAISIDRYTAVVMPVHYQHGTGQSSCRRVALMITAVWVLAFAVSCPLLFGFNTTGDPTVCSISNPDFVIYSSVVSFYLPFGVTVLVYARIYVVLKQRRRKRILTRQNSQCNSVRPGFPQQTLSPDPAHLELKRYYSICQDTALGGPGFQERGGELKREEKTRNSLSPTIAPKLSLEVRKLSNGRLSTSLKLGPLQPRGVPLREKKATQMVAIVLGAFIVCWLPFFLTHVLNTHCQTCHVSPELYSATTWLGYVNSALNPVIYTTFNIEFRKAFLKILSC
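Cells expressing the human receptor were seeded at 1500 cells/well, incubated overnight at 37 degrees C in 5% CO2, then exposed to library compounds with dopamine controls for 90 minutes at 37 degrees C before luminescent detection.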
TDP-43 yeast inh: qHTS of TDP-43 Inhibitors. TDP-43 expressing yeast growth rescue, BacTiter-Glo, 24 h. Potency, µM (doses to about 46.1 µM), inactives show at the highest dose growth rescue (activation), most hits filed as activators. 410,000 tested, 1.8% active; further: potency means the concentration at half of the fitted maximal effect; % of control where 0% means no effect; nearly all actives have a fitted effect of over 50% in size
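Galactose-induced TDP-43 yeast, OD600=0.02, compound pinned; 24 hr, 30 deg C; BacTiter-Glo luminescence for growth. Inhibitors of TDP-43 toxicity read as activators.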
EPAC2 agonist: qHTS for Agonist of cAMP-regulated guanine nucleotide exchange factor 4 (EPAC2): primary screen; Rap guanine nucleotide exchange factor 4 (Homo sapiens), Q8WZA2; EPAC2 activation, biochemical qHTS; response scale: 100% = 6.5 mM cAMP response; Potency, µM (top dose mostly 154 µM), for the others: at the top dose activation, hits mostly activators; 360,000 tested, 0.079% active; AID 720711, 2013; further: potency means the concentration at half of the fitted maximal effect; nearly all actives have a fitted effect of over 50% in size
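Exchange assay: 100 nM EPAC2 with 250 nM Rap1B-BODIPY-GDP and 50 uM GDP. Fluorescence (ex 480/em 540 nm) read every 5 min for 30 min at room temperature. Data normalized to 6.5 mM cAMP as agonist control.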
EPAC2 antag: qHTS for Antagonist of cAMP-regulated guanine nucleotide exchange factor 2 (EPAC2): primary screen | EPAC2 GEF exchange of Rap1B-BODIPY-GDP, fluorescence | Potency, µM (series often up to 114 µM), for the others: top-dose activity, negative = inhibition, actives largely listed as inhibitors | AID 720708, 2013 | 360,000 tested, 0.18% active | Rap guanine nucleotide exchange factor 4 (Homo sapiens), Q8WZA2; further: potency means the concentration at half of the fitted maximal effect; on the % scale 0 is the no-effect control and ±100 the full control effect; nearly all actives have a fitted effect of over 45% in size; many of its hits are not listed in these tables
DRD3 agonist: qHTS of D3 Dopamine Receptor Agonist: qHTS. max activation, %. D3R DiscoveRx beta-arrestin cells, luminescence, 90 min. 410,000 tested, 0.58% active. D(3) dopamine receptor (Homo sapiens), P35462. AID 652048, 2013; in the data active means max activation above about 30%; further: 0% is about no effect; mostly tested at two doses, the higher about 12 µM
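Agonist-mode cell screen: cells plated at 1500/well and incubated overnight at 37 °C, then exposed to library compounds for 90 min at 37 °C. Detection reagent was added for 30–60 min at room temperature, and luminescence was read.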
Abeta rescue: qHTS for compounds that reverse cellular toxicity of Amyloid beta (A-beta) peptide in yeast: Primary Screen; 410,000 tested, 0.063% active; Potency, µM (titrated, usually from 46.1 µM), for inactives: at the highest dose growth rescue, actives largely listed as activators; yeast expressing A-beta42, growth rescue, OD600, 48 h; response scale: 0% DMSO, 100% iron-clioquinol control; further: potency means the concentration at half of the fitted maximal effect; nearly all actives have a fitted effect of over 55% in size
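Yeast growth medium received pinned compounds, then yeast cells expressing toxic A-beta were added; plates incubated at 30 C for 48 hr. Growth read as absorbance at 600 nm, normalized to DMSO and equimolar FeCl3 plus clioquinol controls.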
FUS suppressor: qHTS for Suppressors of FUS Proteinopathy: Primary screen using FUS-linked yeast assay; S. cerevisiae FUS-expressing, growth rescue, OD600, 24 h; Potency, µM (doses to about 76.6 µM), without a hit: at the highest dose growth rescue (activation), usual class: activators; 390,000 tested, 0.24% active;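 further: potency means the concentration at half of the fitted maximal effect; plate controls were DMSO vehicle for no effect and reference control for full effect; nearly all actives have a fitted effect of over 55% in size; some results filed as inactive show a strong effect at the top dose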
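Quantitative HTS measuring growth restoration of FUS-toxic yeast. Galactose-induced cells (OD 0.005) were exposed 24hr at 30C to compounds at several concentrations, then absorbance at 600 nm was recorded.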
aSyn rescue: qHTS of alpha-syn Inhibitors. Yeast expressing alpha-synuclein, growth rescue, BacTiter-Glo, 24 h. Potency, µM (top dose mostly 46.1 µM), for the others: top-dose growth rescue (activation), actives largely listed as activators. 370,000 tested, 0.14% active. AID 652106, 2013; further: potency means the concentration at half of the fitted maximal effect; % of control where 0% means no effect; nearly all actives have a fitted effect of over 65% in size
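Readout is rescue of growth in alpha-synuclein-expressing yeast, so inhibitors of toxicity appear as activators. Growth after 24 hr at 30 deg C in galactose medium is quantified by luminescence.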
Starred values were filed as active, the others as inactive; ? = inconclusive; / = no result given; [ ] = dose if it differs, or a comment. Unless noted, the call rests on the fitted dose curve; in most records, active means well fitted curve in the direction sought with a large enough effect; inconclusive means small, poorly fitted or top-dose-only effect, or another doubt; inactive means no such curve, though single readings can be large; an effect the other way counts as inactive or inconclusive. A portion of the library, so the mix of outcomes need not match the whole.

canonical_smiles	DRD3 agonist	TDP-43 yeast inh	FUS suppressor	EPAC2 agonist	Abeta rescue	D3 antag	aSyn rescue	EPAC2 antag
COc1cccc2cc(C(=O)OCC(=O)NC3CCCC(C)C3C)c(=O)oc12 (stereo unspecified)	82*	-17%	35%	0%	-20%	-9	-2%	8%
COc1ccccc1C(=O)COC(=O)C(NC(=O)Cc1ccccc1)C(C)C (stereo unspecified)	-5	2%	?	6%	4%	2	-8%	-11%
O=C(O)CCCCCNCc1c(Cl)cccc1Cl	-10	-3%	-40%	13%	2%	-5	-7%	8%
O=C(Nc1cccc(C(F)(F)F)c1)c1cccnc1N1CCOCC1	0	19%	-13%	8%	5%	8	-9%	1%[57.1 µM]
COc1ccc(Br)cc1/C=C/C(=O)Nc1ccc(C)cc1	-32	16µM*	10%	-4%	3%	-75*	-16%	-24%
O=C(NCc1ccccc1)c1cnc2sc(N3CCCC3)nn2c1=O	7	20%	-2%	/	8%	/	/	/
Cc1ncc([N+](=O)[O-])n1CCOC(=O)NC(NCc1ccccc1Cl)C(Cl)(Cl)Cl (stereo unspecified)	-5	-5%	/	-1%	23%	-15	15%	-29%
CCCOC(=O)c1c(NC(=O)c2cnn3c2NC(c2ccccc2)CC3C(F)(F)F)sc2c1CCCC2 (stereo unspecified)	16	1%	/	6%	7%	1	2%	3%
CCOC(=O)C1CCCN(C(=O)CSc2ccc(NC(C)=O)cc2)C1 (stereo unspecified)	0	15%	-8%	8%	-3%	12	1%	3%
CC(=O)Nc1ccc(NC(=O)c2sc(-c3ccccc3)nc2C)cc1	2	8%	9%	4%	-5%	73	5%	3%
COc1cc(NC(=O)CCNS(=O)(=O)c2ccc3c(c2)CCC(=O)N3)cc(OC)c1	-16	-5%	30%	10%	2%	?	-7%	2%
O=C(Cn1cnnn1)OCC(=O)c1ccc(Cl)s1	2	0%	21%	-4%	10%	9	/	3%
NS(=O)(=O)c1ccc(CNC(=O)c2cc(S(=O)(=O)N3CCOCC3)c(Cl)cc2Cl)cc1	-8	-23%	18%	-11%	-12%	25	1%	-2%
COc1ccc(-c2nc3cc(NC(=O)CSc4ccc(C)cc4)ccc3o2)cc1	1	18%	-15%	/	2%	/	/	/
O=C(NCCc1ccccc1)c1ccc(S(=O)(=O)N2CCCCC2)cc1	1	5%	6%	-3%	9%	8	1%	19%
COc1ccc(C(CNC(=O)c2ccc(OCc3c(C)noc3C)cc2)N2CCCC2)cc1 (stereo unspecified)	-16	0%	12%	3%	-6%	-1	-1%[1.84 µM]	17%
NC1=NS(=O)(=O)NC1c1ccc(Cl)cc1 (stereo unspecified)	0	0%	21%	10%	-12%	3	0%	-5%[57.1 µM]
O=C(COC(=O)[C@H](Cc1ccccc1)NS(=O)(=O)c1ccccc1F)NC1CCCCC1	-1	2%	35%	1%	1%	?	-13%	6%[57.1 µM]
CC(=O)c1cc(CN2CCN(C(C)C)C(CCO)C2)cs1 (stereo unspecified)	-20	/	24%	11%	-20%	-28	-2%	3%
O=C(O)c1ccccc1S(=O)(=O)NCC(O)COc1ccc(Br)cc1 (stereo unspecified)	-3	19%	-4%	0%	-3%	21	2%	0%
Cc1ccc(Cn2c(CNS(=O)(=O)c3ccc(C(C)(C)C)cc3)nc3cccnc32)cc1	-14	-9%	6%	/	0%	/	/	/
C[C@H](NC(=O)C1CC(=O)N(c2ccc3c(c2)OCCO3)C1)C(=O)N1CCC(C(=O)O)CC1 (stereo partly specified)	1	5%	-9%	8%	9%	12	-3%	-4%
O=C1CC(c2ccccc2)CC(O)=C1C=NCCCN1CCOCC1 (stereo unspecified)	-4	-30%	1%	4%	-7%	-6	5%	1%
CCN(CC(=O)Nc1ccc2c(c1)OCCO2)Cc1cc(=O)oc2c(C)c(C)ccc12	-1	7%	/	-8%	-1%	-3	8%	-2%
Cc1[nH]n(-c2ccccc2)c(=O)c1N=Nc1ccc2c(c1)OCCO2	-8	10%	-21%	1%	10%	8	0%	-2%
COc1ccc(C(=O)O/N=C(/c2ccccc2)c2ccncc2)cc1OC	1	?	28%	-10%	-10%	22	1%	5%
Cc1nnc(NC(=O)c2sc3ccccc3c2Cl)s1	-10	-27%	28%	-5%	-42%[inhibitor]	-73*	-11%	3%
CSc1cnn(-c2ccccc2)c(=O)c1SC	-5	-17%	13%	7%	-20%	27	-5%	-5%
CCc1ccc(NC(=O)Cc2csc(COc3cccc(C)c3)n2)cc1	-8	-7%	9%	/	12%	/	/	/
C[C@@H]1CCCN1[C@H]1CS(=O)(=O)N[C@@H]1COCc1ccccc1	-7	20%	-20%	11%	-30%	-19	14%	10%
CC(C)CCn1nnnc1C(c1ccccc1)N1CCC(C(N)=O)CC1 (stereo unspecified)	4	18%	2%	-2%	15%	13	0%	-4%
COc1ccc(N2CCN(C(CNC(=O)C(=O)NCc3ccncc3)c3ccco3)CC2)cc1 (stereo unspecified)	3	-5%	2%	3%	15%	-5	0%	-6%
COc1ccc(Nc2nc(-c3c(C)nc4ncccn34)cs2)cc1	-3	7%	-3%	-1%	-10%	3	-2%	14%
CCOC(=O)C1=C2c3ccc4ccccc4c3CC(C)(C)N2C(=O)C1=O	-1	-19%	22%	-19%	0%	-3	5%	3%
CCCc1ccc(S(=O)(=O)NCCc2ccncc2)cc1	0	1%	-6%	-1%	1%	4	-5%	2%
CCOc1ccc(-c2cncc3nccn23)cc1	5	13%	-14%	8%	-5%	29	6%	3%
COc1cc(C(=O)Oc2ccccc2N)cc(OC)c1OC	-3	11%	-12%	17%	-12%	12	2%	9%
Cc1ccc(OC(=O)C2c3ccccc3Oc3ccccc32)cc1C	9	20%	13%	18%	8%	7	-11%	-13%
c1cncc(CSc2ccc(-c3cccnc3)nn2)c1	-13	-4%	-11%	-3%	1%	6	-2%	-6%
Cc1cccc(CNC(=O)c2ccc(NC(=O)N3CCSc4ncccc43)cc2)c1	4	21%	1%	/	6%	/	/	/
COc1ccc(CNC(=O)CC2C[C@H](C(=O)N3CCOCC3)[C@@]3(C)c4[nH]c5ccccc5c4CCN3C2=O)cc1OC (stereo partly specified)	-19	-6%	8%	13%	-3%	-18	-2%	17%
COc1ccc(-c2noc(-c3cc(C(C)C)[nH]n3)n2)cc1	6	20µM*	13%	/	?	/	/	/
O=C(Oc1ccc(Nc2ncnc3ccccc23)cc1)c1cccnc1	0	3%	5%	11%	-15%	9	7%	6%[57.1 µM]
Cc1ccc(N2C(=O)C(CC(=O)Nc3cccc(F)c3)N(C3CC3)C2=O)cc1 (stereo unspecified)	5	23%	-11%	5%	4%	22	1%	-12%
c1ccc(-n2cnc3cc(NCc4cccs4)ccc32)cc1	-2	0%	31%	15%	-20%	-9	-6%	-1%
O=C(N1CCCCCC1)N1CCN(C(=O)N2CCCCC2)CC1	4	-4%	-3%	3%	0%	0	-7%	17%
O=C(Cn1c(=O)nc(-c2ccccc2)c2cc(Cl)ccc21)NCc1ccccc1	32*	23%	?	/	-8%	/	/	/
COc1ccc(OC)c(NC2=C(c3ccccc3)C(=O)c3ccccc32)c1	-19	?	29%	/	-22%	/	/	/
COc1ccc(C)cc1NC(=O)C1CCN(S(=O)(=O)c2c(C)noc2C)CC1	40*	9%	33%	2%	20%	3	2%	7%
CC(C)(C)OC(=O)C[C@@H]1C/C=C\C[C@@H](CC(=O)NCCO)C(=O)N2CCC[C@H]2COC1=O	6	20%	-3%	0%	0%	6	-3%	9%
COc1ccccc1NC(=O)COC(=O)c1ccccc1OCC(=O)Nc1ccc(SC(F)F)cc1	27	-11%	/	-1%	5%	52	1%	-3%
COc1ccc(-c2c(-c3ccc(OC)c(F)c3)c3ccccc3n2C)cc1	17	9%	21%	3%	2%	36	3%	?
COc1cccc(N/C(SCc2ccccc2F)=C(/C#N)C(=O)NCc2cccs2)c1	-5	11%	/	1%	1%	-22	0%	-2%
CN(CCC#N)c1ccc(C=C(C#N)c2cccc(C(F)(F)F)c2)cc1	-3	?	27%	1%	-8%	-5	6%	-19%
COc1ccc(/C=C2/N=C(SC3CCOC3=O)N(c3cccc(OC)c3)C2=O)cc1 (stereo unspecified)	2	15%	/	12%	18%	-2	-9%	-5%
CC(C)CCNC(=O)NC(=O)COC(=O)/C=C/c1cnc2ccccc2n1	-11	-6%	-5%	-9%	-5%	?	15%	3%

2 successive records from above, for reference:
canonical_smiles	DRD3 agonist	TDP-43 yeast inh	FUS suppressor	EPAC2 agonist	Abeta rescue	D3 antag	aSyn rescue	EPAC2 antag
COc1cccc(N/C(SCc2ccccc2F)=C(/C#N)C(=O)NCc2cccs2)c1	-5	11%	/	1%	1%	-22	0%	-2%
CN(CCC#N)c1ccc(C=C(C#N)c2cccc(C(F)(F)F)c2)cc1	-3	?	27%	1%	-8%	-5	6%	-19%

(more compounds)
canonical_smiles	DRD3 agonist	TDP-43 yeast inh	FUS suppressor	EPAC2 agonist	Abeta rescue	D3 antag	aSyn rescue	EPAC2 antag
Cc1ccc(C(=O)OCC(=O)Nc2cc(Cl)ccc2C#N)o1	-1	-4%	-49%	2%	0%	-21	-5%	0%
O=S(=O)(CCN1CCN(c2ccccn2)CC1)c1ccc(Cl)cc1Cl	-6	23%	-23%	15%	-19%	-5	-13%	-1%
CC(C)c1ccc2[nH]c(O)c(N=NC(=O)c3cccc(S(=O)(=O)N4CCCCC4)c3)c2c1	10	9%	/	-1%	1%	31	3%	-2%
NC(=O)CNc1n[nH]c(=S)[nH]c1=O	-4	-12%[0.397 µM]	-2%	4%	12%	5	-7%	-5%
COc1cc(NC(=O)CSc2nnc3ccccn23)cc(OC)c1	-4	-12%	2%	5%	-3%	-17	-7%	3%
CS(=O)(=O)N1CCC2CC1c1cc(-c3ccccc3)ccc12 (stereo unspecified)	11	?	4%	17%	-15%	34	2%	-15%

Screening data (PubChem BioAssay)
